Sm TGR inh = inhibitors of Schistosoma mansoni thioredoxin glutathione reductase; Q962Y6; purified TGR, DTNB reduction, TNB absorbance 405 nm; AID 485364; 360,000 tested, 3% active; Potency, µM (doses to about 114 µM), for inactives: top-dose activity change, negative = inhibition, actives largely listed as inhibitors; note: potency is the fitted concentration of half-maximal effect; nearly all actives have a fitted effect of over 60% in size
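Kinetic colorimetric format: TGR-catalysed, NADPH-driven DTNB reduction monitored via TNB absorbance. Enzyme dispensed at 20 nM; compound exposure 15 min at room temperature before reaction start.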
AmpC detergent = blocks E. coli AmpC beta-lactamase in detergent assay; P00811; Potency, µM (titrated, usually from 114 µM), for the others: at the top dose activity change, negative = inhibition, hits mostly inhibitors; AmpC hydrolysis of nitrocefin, absorbance 480 nm, 0.01% Triton; 370,000 tested, 0.041% active;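 note: potency is the fitted concentration of half-maximal effect; 0% = no-compound wells and -100% = no-enzyme wells; nearly all actives have a fitted effect of over 25% in size; some results filed as inactive show a strong effect at the top dose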
Target sequence (P00811 whole entry, looked up): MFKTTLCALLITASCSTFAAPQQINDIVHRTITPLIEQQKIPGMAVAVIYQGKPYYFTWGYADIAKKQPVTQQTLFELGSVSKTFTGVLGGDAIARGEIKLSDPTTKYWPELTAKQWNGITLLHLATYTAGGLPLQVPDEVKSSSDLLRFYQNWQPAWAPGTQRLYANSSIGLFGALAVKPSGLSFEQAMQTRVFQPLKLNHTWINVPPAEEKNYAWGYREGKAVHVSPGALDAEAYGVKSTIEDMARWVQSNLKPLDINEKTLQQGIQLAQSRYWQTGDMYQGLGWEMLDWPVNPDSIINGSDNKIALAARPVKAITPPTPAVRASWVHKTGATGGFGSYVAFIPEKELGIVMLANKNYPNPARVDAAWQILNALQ
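20 mM phosphate pH 7.0 + 0.01% (detergent screen) or 0.0001% Triton X-100; 5.3 nM AmpC reagent; cpd preinc 15 min RT; nitrocefin (800 uM stock) to start; A480 q20 s × 4 min; Activity was normalised to no-enzyme and no-compound control wells.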
Giardia FBPA inh = inhibitors of Giardia lamblia fructose-1,6-bisphosphate aldolase. A8B2U2. purified Giardia FBPA. Potency, µM (top dose mostly 59.6 µM), without a hit: top-dose activity, negative = inhibition, hits mostly inhibitors. 290,000 tested, 0.71% active. AID 2451; note: potency is the fitted concentration of half-maximal effect; nearly all actives have a fitted effect of over 55% in size
Target sequence (A8B2U2 whole entry, looked up): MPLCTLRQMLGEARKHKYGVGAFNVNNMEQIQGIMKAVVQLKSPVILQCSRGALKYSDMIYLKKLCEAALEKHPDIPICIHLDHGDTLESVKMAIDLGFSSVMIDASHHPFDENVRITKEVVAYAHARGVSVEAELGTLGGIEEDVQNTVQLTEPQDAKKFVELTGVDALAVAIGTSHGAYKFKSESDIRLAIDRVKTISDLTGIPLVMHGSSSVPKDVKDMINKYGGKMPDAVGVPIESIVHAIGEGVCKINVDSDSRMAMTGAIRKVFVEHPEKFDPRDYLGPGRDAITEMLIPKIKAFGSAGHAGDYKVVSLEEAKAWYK
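Giardia FBPA (40 nM reagent) was preincubated 10 min at RT with compound (up to 57.5 uM final), then substrate plus GAPDH/TPI/NAD/arsenate coupling system with diaphorase/resazurin was added; resorufin fluorescence (525/598 nm) was read after 20 min.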
AmpC no deterg = AmpC beta-lactamase inhibition without detergent | AmpC nitrocefin hydrolysis, absorbance 480 nm, 0.0001% Triton | Potency, µM (series often up to 57.1 µM), for the others: top-dose activity change, negative = inhibition, usual class: inhibitors | P00811 | AID 485341 | 330,000 tested, 0.52% active;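 note: potency is the fitted concentration of half-maximal effect; plate controls were no compound for no effect and no enzyme for full effect; nearly all actives have a fitted effect of over 20% in size; some results filed as inactive show a strong effect at the top dose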
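20 mM phosphate pH 7.0 + 0.01% (detergent screen) or 0.0001% Triton X-100; 5.3 nM AmpC reagent; cpd preinc 15 min RT; nitrocefin (800 uM stock) to start; A480 q20 s × 4 min; Activity was normalised to no-enzyme and no-compound control wells.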
HCMV antiviral = human cytomegalovirus inhibition. HFF cells, HCMV-luciferase reporter, 72 h; hits give low values. activity change, negative = inhibition, % at 57.5 µM. 410,000 tested, 4.5% active. AID 1259415; in the data active = activity change below about -60%; inconclusive = no clear call, values can overlap the other calls; inactive = above about -39%
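Screen run at 2 compound doses on HFFs infected with reporter HCMV, MOI 1 PFU/cell. Luciferase activity from cell lysates at 72 h post infection gave inhibition relative to buffer-only and Salinomycin wells.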
HCV inh = HCV inhibition | 340,000 tested, 3.4% active | AID 651820 | Potency, µM (highest dose often 41.8 µM), inactives show at the top dose activity change, negative = inhibition, actives largely listed as inhibitors | Huh7.5.1 HCVcc-Cre infection, luciferase reporter, 44 h; note: potency is the fitted concentration of half-maximal effect
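After 44 h co-culture of compound, cells and HCVcc-Cre (~0.5 moi), substrate is added for 15 min at room temperature and luciferase measured over 15 sec. Cells were seeded at 1,000/well and pre-cultured 4 h.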
Numbers without * were called inactive; ? = inconclusive; . = no result given; & = joins results of further samples; [ ] = remark or other dose. Unless noted, calls come from the whole dose curve; as a rule, active = well fitted curve in the direction sought with a large enough effect; inconclusive = small, poorly fitted or top-dose-only effect, or another doubt; inactive = no such curve, though single readings can be large; an effect the other way counts as inactive or inconclusive. Unless noted, % is set by controls: 0 for no effect and ±100 for the full control effect.

SMILES	Sm TGR inh	AmpC detergent	Giardia FBPA inh	AmpC no deterg	HCMV antiviral	HCV inh
COc1ccc(OCC(O)CN2C(=O)NC(C)(C)C2=O)cc1 (configuration not stated)	-35.3%	-2.0%	10.9%	-19.2%	-13.3	4.8%
CCn1c(SCC(=O)Nc2ccccc2F)nc2c(c1=O)SC(C)C2 (configuration not stated)	-2.1%	-4.2%	7.2%	-14.7%	38.9	9.4%
CC(=O)Nc1ccc(OC(=O)c2c(-c3ccccc3Cl)noc2C)cc1	8.8%	-0.5%	0.7%	-23.9%	-28.2	-3.1%
O=C1OCCC1Sc1ncnc2sc3c(c12)CCC3 (configuration not stated)	-12.6%	-8.7%	7.2%	-10.9%	18.7	2.1%
O=C(CCNS(=O)(=O)c1cccc2nsnc12)N1CCc2ccccc21	-3.5%	-5.7%	-1.8%	-14.7%	23.0	-2.5%
O=C(NCc1cccs1)C1CCCN(C(=O)Nc2ccccc2)C1 (configuration not stated)	0.6%	-4.1%	-1.1%	1.5%	-31.6	11.7%
Cc1ccc(Nc2c(-c3cc(Br)ccc3F)nc3cc(C)ccn23)cc1	11.2%	-2.2%	.	.	-24.1	.
CN=c1scc(-c2ccccc2Br)n1/N=C/c1ccc[nH]1	-25.3%	0.6%	-25.8%	-45.4%	.	.
O=C(CSc1nnc2ccc(-c3ccncc3)nn12)N1CCCCC1	0.0%	?	0.9%	-3.0%	42.0	5.9%
CN(C(=O)c1ccccc1Cl)c1ccccc1C(=O)NCc1ccccc1	-1.6%	2.4%	.	2.0%	-10.8	13.1%
O=C1NC(=O)N(c2ccc3c(c2)OCO3)C(=O)/C1=C/c1cccs1	?	2.7%	-10.6%	-11.5%	98.6	25.8%
CC(C)C[C@@H](CN=[N+]=[N-])N1CCN(CC(C)C)CCC1=O	4.7%	?	10.0%	-10.9%	30.1	1.6%
O=C(CSc1ncn[nH]1)Nc1nsc(-c2ccccc2)n1	2.5%	-9.4%	-9.0%	-15.6%	-28.4	-7.0%
COc1ccc(/C=N/n2c(-c3cccs3)n[nH]c2=S)cc1	?	-5.2%	4.3%	-37.3%	-22.2	13.1%
Cc1ccc(NC(=O)CN(c2ccc(Cl)cc2)S(=O)(=O)c2cc([N+](=O)[O-])ccc2Cl)c(C)c1	-30.9%	5.6%	-20.8%	?	?	?
CC(=O)Cc1nsc(NC(=O)c2c(-c3ccccc3Cl)noc2C)n1	1.9%	?	0.8%	-15.5%	0.7	8.8%
O=C(CCN1C(=O)c2ccc([N+](=O)[O-])cc2C1=O)Nc1nccs1	11.5%	-4.9%	4.7%	-8.5%	-17.2	6.4%
O=C(CSc1nc(-c2ccc(F)cc2)cs1)Nc1ccccn1	7.0%	4.7%	0.9%	-30.7%	-27.0	?
Cn1nccc1C(=O)OCC(=O)Nc1ccc(S(N)(=O)=O)cc1	1.6%	-12.0%	-0.1%	-20.6%	113.0	-11.2%
COc1cc(NC(=O)c2cc3ccccc3cc2O)c(OC)cc1Cl	-12.9%	-5.4%	-13.5%	3.55µM*	-100.6*	10µM*
Cc1ccc(C(=O)c2oc3ccccc3c2NC(=O)c2nc(S(C)(=O)=O)ncc2Cl)cc1F	-13.2%	-0.2%	.	.	13.6	.
Cn1nc(C(F)(F)F)c2cc(NC(=O)OCC(C)(C)C)sc21	0.3%	-0.6%	-14.2%	-12.0%	-39.7	-6.7%
CCCCN(CC)CCCNC(=O)c1c(C)oc2ncnc(N3CCOCC3)c12	-1.6%	1.3%	.	.	-66.4*	.
CC(C)Cc1ccc(-c2cc(=O)[nH][nH]2)cc1	1.8%	2.4%	14.7%	?	-13.4	-11.3%
O=C(COC(=O)c1ccco1)Nc1cc(S(=O)(=O)N2CCOCC2)ccc1Cl	.	.	.	-17.2%	29.6	4.4%
COCCOC(=O)C1=C(C)N=c2s/c(=C\c3cccs3)c(=O)n2C1c1cccs1 (configuration not stated)	-0.2%	-12.3%	0.7%	-22.0%	-38.3	9.1%&9.7%
Cc1ccccc1OCC(=O)NC(=S)Nc1ccc(Br)c(C)n1	1.8%	-5.0%	.	-18.0%	4.4	23.7%
COCCN(C(=S)Nc1cccc(OC)c1)C1CCN(C(C)=O)CC1	-10.2%	-7.9%	-4.5%	-15.7%	-39.3	20.3%
COc1ccc(NC(=O)Cn2c(=O)n(Cc3ccc(C(=O)NCc4ccccc4Cl)cc3)c(=O)c3ccccc32)cc1OC	-1.2%	-1.2%	.	.	15.3	.
CCN(c1ccc(OC)cc1)S(=O)(=O)c1nnc(NC(=O)COc2ccccc2)s1	-0.5%	4.7%	.	-29.9%	43.4	-19.6%
CC(C)Nc1nc(Oc2ccc(Cl)cc2)cc(C(F)(F)F)n1	-1.7%	1.4%	-0.3%	-24.3%	13.5	-2.8%
CCc1nnc(NC(=O)CSc2nnc(Cc3cccn3C)n2C)s1	?	4.6%	-9.9%	3.4%	3.1	27.3%
Cc1ccc2nc(NC(=O)c3ccc(S(=O)(=O)N4CCC(C)CC4)cc3)sc2c1	-2.6%	17.6%	.	.	-2.6	.
CC(=O)Nc1ccc(S(=O)(=O)NNC(=O)c2ccc([N+](=O)[O-])cc2)cc1	-9.1%	-1.4%	-15.4%	-22.9%	39.8	5.0%
CCCCn1c(N)c(N(CCOC)C(=O)CSCc2c(C)noc2C)c(=O)[nH]c1=O	79.4µM*	-0.2%	.	9.5%	33.4	11.4%
O=C(NC1CCc2ccccc21)C12CN(Cc3ccccc3)CC1C(c1cccc([N+](=O)[O-])c1)=NO2 (configuration not stated)	-2.0%	3.4%	-0.7%	2.6%	7.8	?
O=C1C2C3C=CC(CC3)C2C(=O)N1/N=C/c1ccc(O)c(O)c1 (configuration not stated)	0.1%	?	?	-22.1%	17.2	-9.0%
Cc1oc2ccc(O)cc2c1C(=O)OC(C)C	-1.1%	-4.8%	-0.6%	-16.3%	3.5	?
CCC(=O)Nc1ccc(NC(=O)CSc2nnnn2CC)cc1C	-23.6%	-5.4%	12.7%	-11.8%	62.2	4.4%
O=C(NC1CCCC1)c1ccc2c(c1)N(Cc1ccccc1Cl)C(=O)c1ccccc1S2	9.3%	3.8%	.	.	16.3	.
COc1cccc(C(=O)Nc2nc3nc(C)c(C)c(=O)n3[nH]2)c1	0.1%	7.0%	.	.	-6.0	.
CCOc1cc(/C=C2\SC(=O)N=C2N)ccc1O	-0.8%	-5.9%	4.0%	-40.5%	?	1.5%
Cc1cc(Cl)ccc1NC(=S)N1CCN(C(=O)c2ccco2)CC1	-26.9%	-9.9%	.	-0.6%	-6.9	-18.7%
O=C(CN1CCOCC1)Nc1ccc2c(c1)OCCO2	-1.6%	2.2%	?	-12.4%	-25.2	4.6%
COc1cccc(-c2cc(C(F)(F)F)nc(N3CCC(C)CC3)n2)c1	1.1%	-1.1%	-1.2%	-18.0%	7.5	-10.1%
C/C(=N\Nc1cc(N2CCOCC2)ncn1)c1ccc(O)cc1	-7.3%	?	23.2%	-25.1%	39.7	-26.9%
Fc1ccccc1-c1nc(-c2ccccc2)no1	-20.0%	-5.8%	3.7%	-17.2%	135.2	30.3%[activator]
Cc1cccnc1NC(=O)c1ccc(S(=O)(=O)N2CCC(C)CC2)cc1	4.7%	?	.	-20.8%	-38.5	-24.8%
O=C(CCNC(=O)Cn1ccc2ccccc2c1=O)NCc1ccccn1	8.4%	3.2%	-0.2%	-20.1%	-0.6	34.4%[activator]
CC(C)Cn1c(SCc2nc3ccccc3c(=O)[nH]2)nc2ccccc2c1=O	15.6%	5.5%	2.4%	-20.1%	-3.8	0.6%
CCOc1nc(NC(=O)NS(=O)(=O)Oc2cccc(F)c2)nc(-c2ccccc2)n1	1.1%	1.3%	.	.	48.8	.
CC(C)C(NC(=O)c1ccccc1Br)c1ccccc1 (configuration not stated)	11.3%	-8.4%	1.7%	-14.7%	-7.6	-13.3%
Cc1cc(C)cc(-c2nnc(SCC(=O)NCc3cccs3)o2)c1	-2.5%	?	-6.9%	-8.3%	7.1	-7.0%
O=C(O)/C(=C1/OC(=O)c2ccccc21)c1ccccc1	4.4%	-7.1%	13.5%	-13.3%	-9.2	10.0%
O=C1c2ccccc2C(=O)N1CCCC(=O)N1CCc2ccccc21	-12.0%	-5.7%	0.1%	-2.7%	-11.1	-6.9%
COc1cc(OC)c(C(=O)Nc2ccccc2-c2ccccc2)cc1OC	4.0%	4.2%	2.8%	201.4%[activator]	-27.5	?
O=C(Cc1ccccc1)NNC(=O)c1ccc(NC(=O)c2ccccc2)cc1	1.9%	-16.8%	-0.2%	-28.2%	-2.7	-15.2%
O=C(NC1CCCCC1)c1ccc(CSc2nc3cccnc3n2Cc2cccc(F)c2)cc1	-1.1%	14.7%	.	.	-36.2	.
NS(=O)(=O)c1ccc(CCNC(=O)c2cccc(OC(F)F)c2)cc1	3.4%	-0.2%	1.7%	-12.4%	-30.2	-0.8%
O=C(c1ccc(Sc2ccccc2)c([N+](=O)[O-])c1)N1CCOCC1	?	?	13.0%	41.7%	8.8	-10.7%

The last 6 compounds of the section before come first, to join the parts.
SMILES	Sm TGR inh	AmpC detergent	Giardia FBPA inh	AmpC no deterg	HCMV antiviral	HCV inh
O=C1c2ccccc2C(=O)N1CCCC(=O)N1CCc2ccccc21	-12.0%	-5.7%	0.1%	-2.7%	-11.1	-6.9%
COc1cc(OC)c(C(=O)Nc2ccccc2-c2ccccc2)cc1OC	4.0%	4.2%	2.8%	201.4%[activator]	-27.5	?
O=C(Cc1ccccc1)NNC(=O)c1ccc(NC(=O)c2ccccc2)cc1	1.9%	-16.8%	-0.2%	-28.2%	-2.7	-15.2%
O=C(NC1CCCCC1)c1ccc(CSc2nc3cccnc3n2Cc2cccc(F)c2)cc1	-1.1%	14.7%	.	.	-36.2	.
NS(=O)(=O)c1ccc(CCNC(=O)c2cccc(OC(F)F)c2)cc1	3.4%	-0.2%	1.7%	-12.4%	-30.2	-0.8%
O=C(c1ccc(Sc2ccccc2)c([N+](=O)[O-])c1)N1CCOCC1	?	?	13.0%	41.7%	8.8	-10.7%
C=CCn1cnc2c(c1=O)c1nc3ccccc3nc1n2/N=C/c1cccc(OC)c1OC	-9.9%	?	4.4%	-14.6%	-31.4	?
CN1CC(C(=O)c2ccc(Cl)cc2)C(c2ccccc2F)C1 (configuration not stated)	.	-5.9%	-0.7%	17.5%	15.9	-5.7%
CCCCc1nn2c(=O)cc(COC(=O)c3ccc(NC(=O)c4ccccc4C)cc3)nc2s1	4.5%	16.0%	.	.	?	.
Cc1ccc(C)c(/C=N/NC(=S)NC(C)C)c1	-16.5%	?	-1.5%	-22.9%	49.8	?
O=C(CSc1ncn[nH]1)N1N=C2/C(=C/c3ccco3)CCCC2C1c1ccco1 (configuration not stated)	-32.4%	-4.1%	-0.5%	11.6%	-34.2	?
COc1ccc(CC(=O)NCc2cccc(CNC(=O)Cc3ccc(OC)c(OC)c3)c2)cc1OC	0.0%	-12.9%	6.9%	26.3%	17.1	-1.8%

Assay outcomes as filed in PubChem.
